# KOR beta-arrestin-1 – kappa opioid receptor activators – cell-based, luminescence, uHTS, primary screen (AID 1777); KOR beta-arrestin recruitment, luminescence; higher % means a stronger effect; activation, % at 10 µM; hits with a dose series show EC50 in µM; 0.02% of 280,000 active; in the data active = activation above about 50%, passing the limit was not always enough; also: a part of the inactive calls stands beside numbers as strong as those of hits
# NOD1 NF-kB reporter – inhibition of NOD1-driven NF-kB reporter – cell-based, luminescence, uHTS, primary screen (AID 1578) | 1% of 290,000 active | NOD1-driven NF-kB luciferase reporter cells, luminescence; higher % means a stronger effect | inhibition, % at 4 µM; hits with a dose series show EC50 in µM; in the data active = inhibition mostly above about 36%, no sharp cut-off; inactive = mostly below about 34%;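 also: HEK-293T reporter cells stimulated with the NOD1 agonist gamma-tri-DAP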
# Rac1 GTP hydrolysis – MgcRacGAP GTPase-activating activity inhibitors, confirmation, biochemical, ADP Hunter fluorescence; MgcRacGAP-stimulated Rac1 GTP hydrolysis, ADP Hunter fluorescence; higher % means a stronger effect; GST-tagged Rac1 F28L mutant substrate; one-dose inhibition, % at 30 µM; IC50 in µM for titrated hits; 0.6% of 340,000 active; AID 624330;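 active = first-screen hits whose inhibition reached a set limit at any dose in the follow-up dose series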;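 also: fluorescence reports GDP produced by GAP-driven GTP hydrolysis; strong numbers were not always called active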
# GPR55 LPI antagonism – GPR55 antagonists blocking LPI-driven arrestin recruitment, primary screen, imaging, U2OS, beta-arrestin-GFP, LPI agonist (AID 2013); U2OS GPR55 beta-arrestin-GFP translocation imaging, LPI antagonism; higher % means a stronger effect; inhibition, % at 10 µM, or IC50 in µM where a hit was titrated; 0.13% of 290,000 active;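 active = spots per cell inhibited over 60%, with over 100 cells counted and total cytoplasm intensity under 500,000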;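 also: U2OS cells stably carrying GPR55 and arrestin-GFP stimulated by 5 µM LPI near EC80; imaged beta-arrestin-GFP aggregate spots per cell after agonist stimulation; plate controls were LPI-stimulated DMSO wells for no effect and DMSO wells without LPI for full effect; some results filed as inactive read as strong as hits; confirmed hits need IC50 under 10 µM and bright autofluorescent wells are also inconclusive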
# HIV fusion peptide – cell-free HIV fusion peptide-binding blockers – biochemical, uHTS, fluorescence dequenching, primary screen (AID 1986) | cell-free peptide binding, fluorescence dequenching, 30 min; higher % means a stronger effect | 0.3% of 290,000 active | inhibition, % at 20 µM, or IC50 in µM where a hit was titrated; in the data active = inhibition mostly above about 52%, no sharp cut-off; inactive = mostly below about 76%; also: some results filed as inactive read as strong as hits
# KOR beta-arrestin-2 – KOR antagonists, beta-arrestin recruitment, cell-based, luminescence, uHTS (AID 1778); KOR beta-arrestin recruitment, luminescence, antagonist mode; higher % means a stronger effect; inhibition, % at 10 µM; hits with a dose series show IC50 in µM; 0.091% of 290,000 active; also: strong numbers were not always called active
# GPR55 beta-arrestin – selective activators of receptor GPR55 – imaging, U2OS cells, beta-arrestin-GFP redistribution, primary screen (AID 1961); U2OS GPR55 beta-arrestin-GFP redistribution imaging; higher % means a stronger effect; activation, % at 10 µM, or EC50 in µM where a hit was titrated; 0.048% of 290,000 active;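 active = activation above 40% with more than 50 cells counted in the well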;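 also: U2OS osteosarcoma cells stably expressing GPR55 and beta-arrestin-GFP; plate controls were DMSO negative control for no effect and LPI positive control for full effect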
# Large T inhibition – SV40 large T antigen inhibitors, biochemical (AID 1903). SV40 large T antigen ATPase/helicase inhibition assay; higher % means a stronger effect. one-dose inhibition, % at 20 µM; IC50 in µM for titrated hits. 0.39% of 310,000 active; in the data active = a potency from the dose series; also: strong numbers were not always called active
# NOD2 inhibition – inhibition of NOD2-driven NF-kB reporter – cell-based, luminescence, uHTS, HEK293 (AID 1566) | HEK293 NOD2/NF-kB luciferase reporter, luminescence; higher % means a stronger effect | inhibition, % at 4 µM; hits with a dose series show EC50 in µM | 0.63% of 290,000 active; also: many of its hits are not listed in these tables
# Active calls of the source: *; · = no result given; [ ] = another dose, or the depositor's remark. Rule as the data show it, unless noted: active = inhibition above about 50%; inactive = the rest. These rows are one share of the data; rates above refer to the full screens.
HIV fusion peptide,Large T inhibition,Rac1 GTP hydrolysis,GPR55 beta-arrestin,KOR beta-arrestin-1,KOR beta-arrestin-2,GPR55 LPI antagonism,NOD2 inhibition,NOD1 NF-kB reporter,SMILES
2.4%,11%,9%,0.1%,-2.2%,46%,4%,12%,-17%,CNC(=S)NNC(=O)COc1cccc(C)c1C
-2.4%,27%,6%,-0.3%,-11%,23%,-2%,-178%,-39%,Fc1ccccc1-n1cc(-c2ccccc2)[nH]c1=S
1.3%,-6%,13%,0.0%,-6.4%,-12%,-3%,-17%,-6%,CO/N=C\C(=N\Nc1ccc(OC)cc1)C(=O)c1ccccc1
0.6%,-3%,3%,-0.1%,-2.5%,6%,8%,10%,-30%,O=C(COC(=O)C1CCC(=O)N1)Nc1ccc(Cl)cc1Cl (stereo not drawn)
-2.2%,7%,9%,0.0%,-4.0%,-24%,5%,8%,-2%,CC1CCN(c2ccc(C(=O)O)cc2)CC1
0.2%,16%,5%,0.8%,-10%,4%,-6%,14%,-14%,COc1cc(C2NC(=S)NC(c3ccccc3)=C2C(C)=O)ccc1O (stereo not drawn)
16%,8%,8%,-0.2%,-1.9%,2%,4%,6%,-23%,CC1(C)Cc2c(c(-c3ccco3)nc3sc4c(NCCN5CCOCC5)ncnc4c23)CO1
-2.0%,12%,-3%,-0.1%,1.5%,-3%,-3%,-4%,32%,CCn1ncc(Cl)c1C(=O)NC(=S)Nc1ccccc1Br
1.2%,9%,10%,0.1%,5.9%,10%,14%,9%,-1%,CN1CCN(C(=O)CSc2nc(-c3cccs3)cc(-c3cccs3)c2C#N)CC1
0.7%,7%,2%,0.1%,-0.6%,-19%,-3%,15%,-11%,CN(C)/C=C/C(=O)c1nn(-c2ccc(F)cc2)ccc1=O
6.8%,3%,6%,-1.1%,6.4%,-17%,-3%,-8%,-30%,Cc1cc(C(=O)COC(=O)c2ccncc2)c(C)n1Cc1ccco1
-2.4%,-4%,6%,0.2%,1.1%,3%,12%,3%,0%,O=C(NO)c1cc(OCC(F)(F)F)ccc1OCC(F)(F)F

# Four compounds from above, sorted by their value in NOD2 inhibition, lowest first:
HIV fusion peptide,Large T inhibition,Rac1 GTP hydrolysis,GPR55 beta-arrestin,KOR beta-arrestin-1,KOR beta-arrestin-2,GPR55 LPI antagonism,NOD2 inhibition,NOD1 NF-kB reporter,SMILES
1.3%,-6%,13%,0.0%,-6.4%,-12%,-3%,-17%,-6%,CO/N=C\C(=N\Nc1ccc(OC)cc1)C(=O)c1ccccc1
-2.4%,-4%,6%,0.2%,1.1%,3%,12%,3%,0%,O=C(NO)c1cc(OCC(F)(F)F)ccc1OCC(F)(F)F
1.2%,9%,10%,0.1%,5.9%,10%,14%,9%,-1%,CN1CCN(C(=O)CSc2nc(-c3cccs3)cc(-c3cccs3)c2C#N)CC1
2.4%,11%,9%,0.1%,-2.2%,46%,4%,12%,-17%,CNC(=S)NNC(=O)COc1cccc(C)c1C

# Further results
HIV fusion peptide,Large T inhibition,Rac1 GTP hydrolysis,GPR55 beta-arrestin,KOR beta-arrestin-1,KOR beta-arrestin-2,GPR55 LPI antagonism,NOD2 inhibition,NOD1 NF-kB reporter,SMILES
0.8%,14%,4%,-0.1%,11%,-22%,-7%,-71%,45%,CC(C)(C)NC(=O)NC(=O)COC(=O)C1c2ccccc2Oc2ccccc21
-0.5%,1%,2%,-0.1%,-4.2%,31%,0%,5%,-34%,COc1ccc2c(Cl)c(-c3nnc(SCC(N)=O)n3C)sc2c1
0.8%,4%,5%,-0.2%,1.3%,-9%,1%,-44%,-39%,CN(Cc1nc(-c2cccs2)no1)CC1COCCO1 (stereo not drawn)
2.1%,15%,5%,0.0%,0.2%,30%,5%,20%,0%,CN(C)/C=C/C1=C([N+](=O)[O-])C(c2cccc([N+](=O)[O-])c2)NC(=O)N1 (stereo not drawn)
1.5%,1%,6%,-0.1%,2.2%,22%,3%,5%,-14%,Cc1cc(C)cc(NC(=O)c2ccc(S(=O)(=O)NCc3cccnc3)cc2)c1
-2.0%,8%,·,-0.1%,-5.1%,0%[20 µM],6%,2%,-24%,Cc1cc(C(=O)NNC(=O)Nc2cccc(C(F)(F)F)c2)no1
-0.4%,-1%,1%,0.2%,0.1%,30%,-4%,-2%,-42%,CCOC(=O)N1CCN(C(=O)c2ccc(CS(=O)(=O)c3ccc(OC)cc3)o2)CC1
0.4%,2%,4%,-0.1%,-0.6%,-15%,6%,8%,-21%,O=C(CSc1nc2ccccc2[nH]1)N1CCN(S(=O)(=O)c2ccc(Cl)cc2)CC1
0.9%,8%,6%,0.7%,-1.6%,-19%,6%,18%,-31%,COc1cccc(N2CCN(C(=O)c3nc4nc(C)cc(C)n4n3)CC2)c1
-0.1%,-1%,10%,-0.1%,6.2%,-23%,1%,15%,3%,Cc1cc(C)c(NC(=O)CSc2nnc(CNC(=O)c3ccco3)o2)c(C)c1
0.0%,1%,13%,0.1%,3.4%,-14%[20 µM],-7%,6%,-26%,O=C(Nc1cc(Cl)ccc1Cl)c1ccco1
26%,14%,8%,0.1%,-4.3%,-3%,2%,35%,5%,CCC(=O)Oc1ccc(C(=O)Nc2ccc3c(c2)C(=O)N(C2CCCCC2)C3=O)cc1
-1.6%,7%,-9%,-0.5%,-3.3%,2%,-3%,-14%,-32%,COc1ccc(CC(=O)Nc2ccc(C(=O)Nc3nccs3)cc2)cc1OC
0.9%,15%,15%,-0.2%,-1.6%,18%,2%,21%,5%,CCc1nnc2n1N=C(c1ccc([N+](=O)[O-])cc1)CS2
-0.8%,9%,-1%,-0.2%,-2.9%,8%,-5%,11%,-34%,Cc1ccn(-c2cc(O)c(-n3ccc(C)n3)cc2O)n1
47%,4%,5%,2.6%,-4.9%,15%,5%,11%,-24%,CC(Oc1ccccc1F)C(=O)/C=C/N(C)C (stereo not drawn)
-3.2%,21%,9%,-0.2%,4.0%,22%,12%,0%,-12%,CCCCN(CC)CCCNC(=O)Cn1nc(Cc2cccnc2)c2ccccc2c1=O
-0.8%,12%,10%,0.2%,·,19%[20 µM],-2%,3%,-32%,c1ccc2c(c1)N1CCCN=C1N2CCN1CCCCC1
0.4%,2%,5%,0.0%,0.2%,6%,6%,-23%,-10%,CSc1ccccc1NC(=O)CN(C)Cc1ccc(Br)cc1
2.0%,22%,14%,0.0%,0.5%,1%,16%,20%,24%,CC(C)(C)c1nn(-c2ccccc2)c2[nH]c(=O)c(CNc3ccc4c(c3)OCCO4)cc12
0.4%,-1%,5%,0.3%,1.4%,-51%,2%,5%,-18%,Cn1c(N)c(C(=O)COC(=O)c2ccc3c(c2)OCCO3)c(=O)n(C)c1=O
3.6%,26%,9%,0.4%,-3.2%,0%,-1%,-43%,-21%,COc1ccc(NC(=O)Nc2cccs2)cc1Cl
-2.4%,4%,-1%,-0.3%,1.3%,-12%,8%,12%,-38%,COc1ccc(CC(=O)Nc2ccc3nc(C)sc3c2)cc1OC
-0.5%,5%,5%,-0.3%,4.8%,10%,1%,22%,-4%,C=CCN1C(C(=O)c2ccccc2)=C(OC(=O)COc2ccccc2)c2ccccc2S1(=O)=O
-2.5%,8%,7%,0.5%,-6.9%,-15%,-15%,4%,-14%,Cc1ccc(S(=O)(=O)/N=C/c2c(O)ccc3ccccc23)cc1
54%,·,22%,-0.4%,3.1%,-12%,2.1µM*,18%,41%,COc1ccc(S(=O)(=O)CC(=O)c2cc3cc(Br)ccc3oc2=O)cc1
0.4%,8%,-14%,-0.2%,-3.8%,-22%,8%,19%,-7%,Cc1ccc(S(=O)(=O)Nc2cnc3ccccc3c2)cc1
2.5%,-14%,13%,-0.1%,0.5%,-18%,-4%,-53%,-45%,CC(=NCc1cccc(Cl)c1)c1nc(-c2ccco2)oc1O
3.0%,13%,19%,-0.1%,1.6%,7%,2%,-2%,-8%,CC1CCN(CCCNC(=O)c2coc3nc4ccccc4nc23)CC1
2.4%,6%,5%,-0.1%,-4.5%,-24%[20 µM],5%,3%,-23%,COc1ccc(C(C#N)N2CCC(c3ccccc3)=N2)cc1OC (stereo not drawn)
4.2%,-2%,1%,-0.1%,5.7%,-23%,-3%,1%,3%,CNc1c(NS(=O)(=O)c2ccc(C3CCCCC3)cc2)c(=O)oc2ccccc12
8.5%,18%,14%,0.4%,-0.4%,8%,4%,23%,12%,Cc1ccc(NS(=O)(=O)c2cc(NC(=O)c3cc(=O)[nH]c(=O)[nH]3)ccc2Cl)c(C)c1
-2.7%,8%,5%,0.2%,1.1%,-4%,11%,0%,-13%,CC(C)OC(=O)CSc1nnc(SCc2cccc3ccccc23)s1
0.2%,6%,9%,-0.1%,0.2%,14%,-1%,6%,-9%,COc1ccc(CCNC(=O)CCC(=O)N2CCN(S(=O)(=O)c3ccccc3)CC2)cc1OC
-0.2%,16%,-2%,-0.3%,-0.3%,17%,2%,-11%,-17%,Clc1cccc(N2CCN(Cc3nc(-c4ccccc4)no3)CC2)c1
47%,62%,·,-0.1%,-5.7%,-1%,-3%,7%,1%,Cc1ccc(C)n1-c1cccc(C(=O)O)c1
-2.0%,0%,2%,0.0%,-1.6%,18%,2%,-3%,-22%,Cc1cc(C)cc(N(C(=O)Cc2cccs2)C(C(=O)NC2CCCC2)c2ccc(C)o2)c1 (stereo not drawn)
5.7%,12%,9%,0.5%,·,·,12%,27%,-8%,Cc1ccc(S(=O)(=O)c2nnn3c2nc(NC2CCN(Cc4ccccc4)CC2)c2ccccc23)cc1C
-0.9%,12%,-2%,-0.1%,8.4%,10%,8%,2%,-17%,Cc1cc(OCC(=O)NCCc2ccc(Cl)cc2)c2c(C)cc(=O)oc2c1
3.5%,7%,7%,-0.1%,0.5%,11%,-1%,19%,-19%,Cn1cc(C=O)c2cc(S(=O)(=O)N3CCOCC3)ccc21
-1.3%,9%,10%,-0.1%,-4.5%,8%,-6%,29%,-10%,Cc1ccc(CN(C)c2nc(-c3cccnc3)nc3ccccc23)o1
1.9%,2%,·,-0.1%,2.8%,-12%,6%,11%,-40%,CCOC(=O)C1=C(C)N(CCCC(=O)NCc2ccc3c(c2)OCO3)C(=O)NC1c1ccc(Br)cc1 (stereo not drawn)
0.2%,8%,4%,-0.2%,-4.2%,-28%[20 µM],-7%,-14%,-19%,CCOC(=O)C1=C(C)N(CCCCCC(=O)O)C(=O)NC1c1ccc(Cl)cc1 (stereo not drawn)
-3.2%,2%,·,-0.3%,8.6%,-33%,2%,-30%,-21%,On1c(-c2ccc(Cl)cc2)nc2ccccc21
1.2%,10%,5%,-0.1%,-1.0%,-7%,7%,11%,0%,CCCCCN1CC(=O)N2C(C)c3[nH]c4ccccc4c3C[C@H]2C1=O (stereo partly drawn)
1.1%,10%,3%,-0.3%,-0.1%,5%,-2%,5%,-24%,O=Cc1ccc(OCc2nnsc2Cl)cc1
0.8%,13%,11%,0.2%,-0.9%,19%,1%,12%,-31%,Cc1ccc(NC(=O)C(CC(C)C)NC(N)=O)cc1 (stereo not drawn)
